BB579 growth dn – growth inhibitors of yeast BB579 in restrictive medium, primary screen, yeast lifespan-shortening project, S. cerevisiae. OD615, 48 h. inhibition, % at 10 µM. actives 0.51% (n = 140,000);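 active means inhibition above a set limit, 3 SD over the mean compound inhibition, cut at about 44% in these data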; further: inactives centre near -24
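Test system: S. cerevisiae DeaD strain BB579 yeast; Medium: restrictive CSMM-D medium; Compound: one dose, 10 µM compound with 0.25% DMSO; Incubation: 4 h cell preincubation, 48 h compound exposure, 30 °C humidified; Signal: OD at 615 nm; Benchmarks: amphotericin B at 10 µg/mL as positive control.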
HCT116 bCat-KO – primary screen for growth suppressors in beta-catenin knockout HCT116 cells (colon tumor, human); HCT116 beta-catenin knockout viability, CellTiter-Glo, 60 h; stronger effect = lower value; viability, % at 10 µM; actives 1.5% (n = 140,000);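 active means viability at or under a set limit, the compound median less 4 SD, cut at about 6% in these data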;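 further: 0% = Hyamine 1622 control at 20 µM and 100% = untreated cell control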
GALR2 blocker – GALR2 antagonists in receptor-expressing cells, primary screen; Galanin receptor type 2 (Homo sapiens), O43603; antagonist mode; inhibition, % at 4 µM; actives 0.39% (n = 140,000); AID 828, 2007; in the data active means inhibition above about 27%;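 further: cells stimulated with galanin 1-16 at roughly its EC80; 0% = agonist challenge control and 100% = basal control without agonist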
Target sequence (O43603 whole entry, looked up): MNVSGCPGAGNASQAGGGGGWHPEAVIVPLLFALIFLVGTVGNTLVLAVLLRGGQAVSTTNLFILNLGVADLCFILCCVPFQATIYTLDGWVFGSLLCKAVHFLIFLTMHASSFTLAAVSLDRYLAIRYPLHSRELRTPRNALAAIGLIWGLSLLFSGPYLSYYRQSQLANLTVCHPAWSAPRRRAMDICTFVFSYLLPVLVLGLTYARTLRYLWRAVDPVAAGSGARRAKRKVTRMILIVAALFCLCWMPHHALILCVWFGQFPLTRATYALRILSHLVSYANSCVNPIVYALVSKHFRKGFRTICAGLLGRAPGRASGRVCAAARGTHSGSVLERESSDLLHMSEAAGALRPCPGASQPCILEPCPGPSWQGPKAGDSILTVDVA
Phagocytosis inh – inhibitors of macrophage phagocytosis, primary screen, imaging, J774A.1 cells, IgG beads | inhibition, % at 5 µM | J774A.1 macrophage IgG-bead phagocytosis | AID 1029, 2008 | actives 0.07% (n = 110,000);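 active means inhibition above the mean of the plate negative controls plus 5 SD, cut at about 13% in these data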;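 further: phagocytic index as fraction of beads internalized from green versus red external bead signal; plate controls were DMSO negative control for no effect and cytochalasin-D positive control for full effect; some results beyond the cut were filed as inactive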
MRP-1 activ – H69AR viability gain despite doxorubicin, primary screen, MRP-1 activator project, H69AR cells, CellTiter-Glo; AID 799, 2007; actives 0.61% (n = 140,000); viability rescue; viability increase, % at 10 µM;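 active means viability gain under doxorubicin at or above a set limit, the compound median plus 3 SD, cut at about 4.7% in these data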;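 further: MRP-1 overexpressing cells given doxorubicin 25 µM after compound pretreatment; 18-22 h compound pretreatment then 72 h with doxorubicin before readout; 0% = doxorubicin-only wells and 100% = vehicle-treated cells without doxorubicin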
Measles CPE – compounds protecting cells from measles virus cytopathic effect, primary screen, measles RdRp inhibitor project, single point, MLSMR library, absorbance; Measles virus-infected cells, CPE protection; protection (pct of control), % at 4 µM; actives 1.5% (n = 140,000); in the data active means protection mostly above about 24%, no sharp cut-off; inactive means mostly below about 26%; further: some compounds called inactive have numbers as strong as hits
Yeast lifespan up – compounds extending yeast replicative lifespan, primary screen, S. cerevisiae, OD615 | S. cerevisiae growth with nicotinamide; deaD strain in restrictive glucose medium | inhibition of the nicotinamide effect, % at 10 µM | actives 0.68% (n = 130,000);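 active means inhibition above a set limit, placed 3 SD over the median of all compounds, cut at about 26% in these data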;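 further: 0% = nicotinamide-treated wells and 100% = cells grown without nicotinamide; some compounds called inactive have numbers as strong as hits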
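assay system = DeaD-strain S. cerevisiae | measured by = absorbance at 615 nm | probe or stimulus = nicotinamide 1.5 mM | buffer or medium = CSMM-D glucose medium, restrictive | times = 48 h at 30 °C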
NPY Y2 blocker – NPY-Y2 receptor antagonists, primary screen, cell-based | inhibition, % at 2.7 µM | NPY-Y2 expressing cells, antagonist mode | actives 0.99% (n = 140,000); in the data active means inhibition above about 17%;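 further: 0% = vehicle with agonist challenge and 100% = reference antagonist with challenge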
Target sequence (P49146 whole entry, looked up): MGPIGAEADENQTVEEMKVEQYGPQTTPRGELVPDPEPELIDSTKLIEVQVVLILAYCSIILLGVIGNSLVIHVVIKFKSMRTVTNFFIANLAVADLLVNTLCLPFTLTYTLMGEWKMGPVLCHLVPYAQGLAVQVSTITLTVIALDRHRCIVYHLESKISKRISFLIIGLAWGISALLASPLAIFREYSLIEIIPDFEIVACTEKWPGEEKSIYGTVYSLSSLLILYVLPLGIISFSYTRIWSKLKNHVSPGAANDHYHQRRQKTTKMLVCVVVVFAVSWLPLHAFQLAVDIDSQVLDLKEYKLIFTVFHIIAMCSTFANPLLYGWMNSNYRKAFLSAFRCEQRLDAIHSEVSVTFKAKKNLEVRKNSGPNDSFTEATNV
HCT116 PTEN-null – growth suppression of PTEN-null HCT116, primary screen, cell-based, CellTiter-Glo. HCT116 PTEN-null viability, 60 h; stronger effect = lower value. viability, % at 10 µM. actives 1.2% (n = 140,000);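 active means viability at or below a set limit, 4 SD under the median of all tested compounds, cut at about 3.7% in these data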;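 further: PTEN knockout HCT116 line with beta catenin targeted HCT116 as companion control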
E-sel TNF inh – E-selectin induction blockers in HUVEC – imaging, immunofluorescence, high content, primary screen; HUVEC TNFa-induced E-selectin immunofluorescence; inhibition, % at 2 µM; actives 0.71% (n = 120,000);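 active means inhibition above the batch mean plus 3 SD, and confirmed as a hit on visual image review, cut at about 43% in these data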;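 further: 0% = TNF-stimulated DMSO wells and 100% = unstimulated control wells; not every result past the cut was called active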
Active calls of the source: *; . = no result given.

SMILES | BB579 growth dn | HCT116 bCat-KO | GALR2 blocker | Phagocytosis inh | MRP-1 activ | Measles CPE | Yeast lifespan up | NPY Y2 blocker | HCT116 PTEN-null | E-sel TNF inh
CCCNC(=O)c1c(NC(=O)C2COc3ccccc3O2)sc2c1CCCC2 (configuration not stated) | -21 | 38 | -6 | . | -6.7 | 9 | . | 3 | 21 | -22
COc1ccc(OC)c(/C=C/C(=O)c2ccc(Cl)cc2)c1 | -13 | 2.9* | -9 | 1 | -6.8 | 18 | -18 | 1 | 3.1* | 0
COc1ccccc1Nc1nc(-c2sc(NC(=O)c3ccco3)nc2C)cs1 | -39 | 47 | -2 | 1 | -5.8 | 6 | -30 | 1 | 56 | -29
CCOc1ccccc1-n1c(=O)c2ccccc2c2ccccc2c1=O | -14 | 95 | 11 | . | -1.3 | 7 | 1 | 6 | 100 | 19
Cc1ccc(-c2nc3ccccc3n3c(C)nnc23)cc1 | 8 | 77 | 2 | -1 | -4.2 | 3 | -6 | -1 | 78 | .
COCCn1c(=NC(=O)c2cc(-c3cccs3)nc3ccccc23)sc2cc(S(N)(=O)=O)ccc21 | -9 | 55 | 7 | -2 | -3.5 | 2 | 1 | -3 | 52 | .
CC(=O)c1cc2c(cc1NC(=O)c1c(-c3ccccc3)noc1C)OCO2 | -16 | 106 | -4 | . | -5.4 | 4 | 2 | 4 | 102 | -7
CC1CN(S(=O)(=O)c2ccc(C(=O)Nc3ccc(S(=O)(=O)Nc4ncccn4)cc3)cc2)CC(C)O1 (configuration not stated) | -49 | 86 | 9 | -6 | 0.8 | 5 | 6 | 1 | 97 | -7
O=Cc1cccn1Cc1ccccc1[N+](=O)[O-] | -10 | 99 | 9 | -2 | -2.7 | 12 | 2 | 1 | 93 | 51
CCCCNS(=O)(=O)c1ccc2nc(SCC(=O)Nc3ccccc3)[nH]c2c1 | -12 | 84 | 0 | 2 | -2.1 | 18 | -1 | 5 | 81 | .
O=C1c2ccccc2C(=O)N1Cc1ccco1 | 44* | 101 | -8 | 0 | -1.6 | 14 | -11 | 0 | 94 | 7
CCOC(=O)c1ccc(N2C(=O)C(C)=C(C)C2=O)cc1 | -18 | 95 | -6 | 0 | -2.3 | 18 | -10 | 2 | 101 | 6
CCOC(=O)[C@H]1NN=C(C(=O)OC)[C@@H]1c1ccccc1 | -49 | 96 | 9 | -1 | 0.6 | 7 | 3 | 2 | 100 | .
CC(C)N(Cc1ccccc1)C(=O)c1cnc2n(c1=O)CCS2 | -21 | 98 | 13 | 0 | -3.4 | 8 | -4 | 0 | 107 | .
Nn1cnnc1N/N=C\c1ccc(-c2ccccc2[N+](=O)[O-])o1 | -18 | 92 | -2 | -3 | -0.7 | 13 | -6 | 11 | 90 | .
CSc1ccc(-c2c(C#N)c(N)nc3c2CCCC3)cc1 | -49 | 105 | 4 | 0 | -0.1 | 40* | -5 | -2 | 110 | .
CC1=C(C(N)=O)C(c2ccccc2)n2nc(-c3cccs3)nc2N1 (configuration not stated) | -26 | 89 | -15 | 2 | -1.7 | 13 | -1 | -3 | 102 | -5
CN(C)/N=C/C=C1\CC/C(=C\c2ccc(Br)cc2)C1=O | -76 | 85 | -6 | 1 | -1.8 | 10 | -3 | 2 | 87 | 5
CCOC(=O)c1c(NC(=O)CSc2ncccn2)sc2c1CCN(Cc1ccccc1)C2 | -29 | 26 | -31 | -7 | -2.8 | 10 | 0 | 17* | 36 | 14
O=C(O)CCC(=O)NCc1ccc2[nH]c3c(c2c1)CCCC3 | 6 | 87 | 8 | 0 | -2.4 | 8 | -8 | 1 | 95 | -12
Cc1cc(C(=O)Nc2ccccn2)cs1 | -20 | 91 | -6 | . | 0.6 | 6 | -9 | 0 | 85 | 20
O=C(COc1ncnc2ccccc12)N1CCN(S(=O)(=O)c2ccccc2)CC1 | -13 | 91 | 0 | -1 | -2.6 | 10 | 0 | 8 | 100 | -11
COc1ccc(OC)c(NC(=O)C2CCN(c3nc(C)cc(C)n3)CC2)c1 | -17 | 92 | 0 | -3 | -1.4 | 6 | -8 | 0 | 95 | 12
COc1ccc(N2C(=O)C3CCCN3C2c2ccccc2)cc1 (configuration not stated) | -9 | 92 | 4 | 0 | -0.3 | 17 | 0 | 1 | 101 | .
Cc1c(NC(=O)c2cccc(F)c2)c(=O)n(-c2ccccc2)n1C | 13 | 98 | -13 | 0 | -2.4 | 4 | -3 | 2 | 95 | -47
S=C(NCCc1ccccc1)N/N=C/c1cccc(Cl)c1Cl | -53 | 91 | 8 | -11 | 0.0 | 16 | -4 | 26* | 87 | .
Cn1nc(OC(=O)Nc2cccc(Cl)c2)cc1C(F)(F)F | -42 | 90 | 6 | 0 | 1.2 | 8 | -11 | 1 | 91 | -10
CC(C)c1ccc(NC(=O)CSc2nc3c(c(=O)[nH]2)CCC3)cc1 | -17 | 92 | 4 | -1 | -1.9 | 23 | 2 | 3 | 93 | -17
c1ccc(N2CCN(c3ccccc3)C2c2ccncc2)cc1 | -38 | 79 | 12 | 0 | -5.2 | 23 | -5 | 6 | 71 | 13
Cc1ccc(C2OCC3(CO2)COC(c2ccc(C)cc2)OC3)cc1 (configuration not stated) | -23 | 77 | 6 | -11 | -0.1 | . | 5 | 2 | 63 | .

An excerpt from above in order of the Measles CPE value, smallest number first.
mol	Measles CPE
Cc1c(NC(=O)c2cccc(F)c2)c(=O)n(-c2ccccc2)n1C	4
Cn1nc(OC(=O)Nc2cccc(Cl)c2)cc1C(F)(F)F	8
CN(C)/N=C/C=C1\CC/C(=C\c2ccc(Br)cc2)C1=O	10

(more compounds)
SMILES | BB579 growth dn | HCT116 bCat-KO | GALR2 blocker | Phagocytosis inh | MRP-1 activ | Measles CPE | Yeast lifespan up | NPY Y2 blocker | HCT116 PTEN-null | E-sel TNF inh
Cc1ccc(SCCNC(=O)/C=C/c2cccc([N+](=O)[O-])c2)cc1 | -24 | 91 | -6 | . | -0.9 | 11 | -5 | 13 | 92 | .
Cc1ccc(C(=O)N/C(=C\c2ccc(-c3ccc([N+](=O)[O-])cc3)o2)C(=O)NC2CCS(=O)(=O)C2)cc1 (configuration not stated) | -37 | 85 | -5 | -11 | -2.8 | 8 | 5 | 1 | 85 | .
CS(=O)(=O)N(CC(=O)N1CCCC1)c1cccc(Cl)c1Cl | -48 | 116 | -3 | 1 | -0.3 | 26 | -5 | 1 | 96 | .
CCOc1cc(CNc2ccc(Br)cc2)cc(Br)c1OCC(=O)NC(C)(C)C | -19 | 54 | -3 | -1 | -3.1 | 22 | 3 | 1 | 55 | -23
CC(=O)Nc1nnc(SCC(=O)N2CCN(Cc3ccccc3)CC2)s1 | -11 | 99 | -3 | . | -0.8 | 8 | . | 0 | 97 | -13
CCCCNC(=O)CCSc1nc2nc(C)cc(C)n2n1 | 3 | 90 | 6 | 0 | -2.2 | 41 | -10 | 1 | 92 | 14
Cc1cccc(Nc2nc(NCC3CCCO3)nc(N)c2[N+](=O)[O-])c1 (configuration not stated) | -28 | 95 | -14 | -12 | -1.6 | 13 | 0 | 5 | 95 | -7
Cc1ccc(CC(=O)Nc2ccc(OC(F)F)c(Cl)c2)cc1C | -27 | 100 | 8 | 0 | 1.6 | 25 | 0 | 2 | 107 | -4
N#C/C(=C/c1ccco1)c1nc2ccccc2s1 | 25 | 75 | 9 | -3 | -2.5 | 20 | -7 | 6 | 74 | .
O=C(Nc1ccc2nc(-c3cccnc3)[nH]c2c1)c1ccco1 | -1 | 103 | 18 | 1 | -0.9 | 22 | -5 | 1 | 103 | 9
c1coc(CNCc2cccs2)c1 | -4 | 97 | 1 | . | 0.1 | 3 | . | 1 | 98 | 9
Cc1ccc2c(COC(=O)C34CC5CC(CC(C5)C3)C4)cc(=O)oc2c1 | -30 | 89 | 14 | -5 | 1.6 | 4 | 19 | 4 | 90 | .
Cc1ccccc1-n1nc(C(=O)c2cccs2)cc(-c2nc3ccccc3[nH]2)c1=N | -28 | 54 | 12 | . | -4.5 | 3 | . | -2 | 50 | -12
CN(C)S(=O)(=O)c1ccc(N2CCOCC2)nc1 | -14 | 107 | -4 | 2 | -0.9 | 2 | -15 | -1 | 101 | -25
CCCCNC(=S)N(C)/N=C/c1ccc(OCC(=O)Nc2ccc(OC)cc2)c(OC)c1 | -20 | 62 | -1 | -10 | -1.8 | 10 | -1 | 9 | 53 | .
CC(=O)c1c(C)[nH]c(C(=O)N2CCN(c3ccc(F)cc3)CC2)c1C | -19 | 64 | -5 | 0 | -1.0 | 9 | 4 | 1 | 68 | 1
O=C(Nc1ccc2c3c(cccc13)CC2)c1ccco1 | -25 | 94 | 2 | 0 | -4.2 | 14 | -12 | 5 | 87 | .
COc1ccc(Br)cc1/C=C/C(=O)Nc1ccc(C)cc1 | -48 | 64 | 5 | -5 | -2.2 | 4 | -6 | 0 | 58 | -30
CC(=O)Oc1ccc2c(=O)c(N3C(=O)c4ccccc4C3=O)c(C)oc2c1 | -39 | 96 | 3 | . | -0.4 | 15 | 28* | 1 | 106 | .
CCn1nnnc1SCC(=O)N1CCc2ccccc21 | -15 | 94 | 13 | . | -2.5 | 5 | . | 0 | 104 | -18
CCc1nc2ccccc2n1Cc1ccccc1OC | -20 | 74 | -8 | 0 | -2.0 | 7 | -9 | 10 | 69 | .
CCc1cc(C(=O)Nc2ccc(C)cc2Br)cs1 | -10 | 70 | 17 | . | -3.0 | 15 | . | 5 | 68 | 8
Cc1[nH]c2ccccc2c1C(=O)CSc1ncn[nH]1 | -15 | 100 | -9 | . | -0.6 | 16 | . | 3 | 90 | 4
CCOP(=O)(OCC)C(NC(=O)Nc1ccc(Cl)cc1)c1ccccc1 (configuration not stated) | -30 | 99 | -2 | -7 | 2.5 | 7 | -2 | 0 | 88 | .
N#CCCN1CCN(S(=O)(=O)c2ccc(S(=O)(=O)NCC3CCCO3)cc2)CC1 (configuration not stated) | -31 | 103 | 8 | 0 | 0.1 | 5 | -8 | 2 | 107 | -11
Cc1ccc(NC(=O)C(NC2CCCc3ccccc32)c2ccccc2)cc1Cl (configuration not stated) | -48 | 70 | 9 | -5 | -0.5 | 8 | 5 | 7 | 64 | .
C/C(=N\NC(=S)Nc1cc(S(=O)(=O)N2CCOCC2)ccc1Cl)c1ccccc1F | -37 | 59 | 12 | 1 | 1.4 | 11 | 7 | 4 | 60 | .
Cc1c(C(=O)NCc2ccc3c(c2)OCO3)oc2ccc(S(=O)(=O)N3CCCCC3)cc12 | -29 | 63 | 3 | 2 | 1.5 | 0 | -2 | -1 | 50 | 6
CN(C)S(=O)(=O)N1CCC(Cc2ccccc2)CC1 | -27 | 84 | 9 | . | -2.2 | 12 | 0 | 2 | 90 | -24
